mABHD4 FP – inhibits mouse alpha/beta hydrolase domain 4; 370,000 tested, 0.54% active; Q8VD66; inhibition, % at 8.92 µM; purified mABHD4, FP-Rh probe fluorescence polarization;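 active = inhibition exceeding the mean over every tested compound plus 3 SD, cut at about 30% in these data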;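 also: 0% = plate median of compound wells and 100% = S159A mutant with DMSO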
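Material: mouse ABHD4 enzyme, wild type; Benchmarks: S159A mutant high control, sample median low control; Buffer or medium: HEPES pH 7.0, NaCl, Pluronic buffer; Signal: fluorescence polarization; Read-out: percent inhibition of probe binding, normalized to plate controls; Timing: pre-incubation 45 min, probe exposure 60 min, at 25 °C; Dosing: 8.92 µM, single dose.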
SIAE primary – inhibitors of human sialic acid acetylesterase SIAE | Q9HAT2 | 370,000 tested, 0.69% active | inhibition, % at 9.66 µM | SIAE FP-Rh probe binding, fluorescence polarization;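 active = inhibition above a cutoff: mean of compounds within the control limits plus 3 SD of those, cut at about 17% in these data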;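 also: 0% = plate median of compound wells and 100% = probe without SIAE protein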
PG9 binder – binds the HIV-1 gp120 antibody PG9. TR-FRET gp120-PG9 antibody binding. inhibition, % at 6.7 µM. 360,000 tested, 0.43% active. AID 624416; in the data active = inhibition above about 8.5%
PRMT1 inh – blocks human protein arginine methyltransferase 1 | recombinant PRMT1, activity-based probe fluorescence polarization | inhibition, % at 2.79 µM | Q99873 | 370,000 tested, 1.3% active;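 active = inhibition above about 21% made by adding two undisclosed values, limit read from the data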
TDP2 absorb – blocks human TDP2 phosphodiesterase activity; O95551; recombinant TDP2, T5PNP hydrolysis, p-nitrophenol absorbance 415 nm; inhibition, % at 12.8 µM; 370,000 tested, 0.34% active; AID 720702;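 active = inhibition above the mean of all tested compounds plus 3 SD, set per campaign, cut at about 25% in these data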;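 also: 0% = DMSO with enzyme and 100% = buffer with substrate but no TDP2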
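Evaluation: % inhibition relative to enzyme-containing and enzyme-free wells. Material: recombinant human TDP2. Benchmarks: enzyme-free and DMSO wells. Timing: enzyme reaction with compound for 2 h at 37 °C. Compound dosing: 12.8 µM only. Measured by: p-Nitrophenol epi absorbance. Reagent: T5PNP substrate at 5 mM, a TopII-DNA adduct mimic. Replication: single well per compound.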
HTRA1 inhibitor – HTRA1 (human) protease inhibition; recombinant HTRA1, FP-rhodamine activity-based probe, fluorescence polarization; AID 504803; Q92743; inhibition, % at 5.96 µM; 340,000 tested, 0.5% active; in the data active = inhibition above about 36%;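 also: 0% = enzyme with DMSO and 100% = wells lacking enzyme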
Target sequence (Q92743 whole entry, looked up): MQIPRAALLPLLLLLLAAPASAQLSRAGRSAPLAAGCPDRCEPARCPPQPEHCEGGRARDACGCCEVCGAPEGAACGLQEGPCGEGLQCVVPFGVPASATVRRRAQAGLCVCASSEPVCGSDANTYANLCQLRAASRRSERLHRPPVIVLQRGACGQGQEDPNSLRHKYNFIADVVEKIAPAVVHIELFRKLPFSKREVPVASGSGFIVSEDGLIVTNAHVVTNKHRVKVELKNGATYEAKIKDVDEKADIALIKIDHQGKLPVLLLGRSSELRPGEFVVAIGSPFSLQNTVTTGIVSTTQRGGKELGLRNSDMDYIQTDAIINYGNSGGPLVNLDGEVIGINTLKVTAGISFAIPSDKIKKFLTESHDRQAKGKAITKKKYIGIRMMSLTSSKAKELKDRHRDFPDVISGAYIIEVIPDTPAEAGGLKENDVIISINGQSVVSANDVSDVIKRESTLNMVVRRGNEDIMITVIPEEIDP
Rev-erbA mod – modulates human Rev-erb alpha binding to DNA; P20393; Rev-erbα–FITC-DNA binding, fluorescence polarization, 90 min; activity, % at 10 µM; 370,000 tested, 0.79% active; AID 1259318;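 active = activity above about 14%, limit read from the data; passing the limit was not always enough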;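 also: 0% = DMSO wells with 35 nM protein and 100% = DMSO wells with 750 nM protein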
rCAG RNA binder – r(CAG) repeat RNA binding; TO-PRO-1 dye displacement fluorescence; inhibition, % at 3 µM; 370,000 tested, 1.3% active; AID 651821;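 active = inhibition above the plate cutoff, the mean of all test compounds on that plate plus 3 SD, cut at about 35% in these data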;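 also: 0% = DMSO alone and 100% = 100 µM mitoxantrone as full dye displacement; higher means more dye released from RNA so lower well fluorescence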
TCR-CD3 inh – blocks the human TCR-CD3 interaction | TAMRA-labeled TCR probe fluorescence, biochemical | inhibition, % at 9.4 µM | 360,000 tested, 0.37% active | AID 651800; in the data active = inhibition above about 19%;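 also: recombinant mutant TCR 2C K166C tagged with TAMRA read by polarization; 0% = receptor in buffer alone and 100% = receptor with positive control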
LEDGF integ inh – blocks HIV-1 LEDGF/p75-dependent DNA integration; TR-FRET IN-LEDGF/p75 DNA integration, Eu/Cy5; 370,000 tested, 0.64% active; inhibition, % at 3.7 µM;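 active = inhibition above the screen-wide mean plus 3 SD, cut at about 13% in these data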;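 also: signal is the Cy5 over europium emission ratio at 671 and 618 nm; 0% = plate median of compound wells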
* = called active by the depositor; x = no result given. Not all compounds are listed; rates above refer to the full screens.

SMILES	mABHD4 FP	SIAE primary	PG9 binder	PRMT1 inh	TDP2 absorb	HTRA1 inhibitor	Rev-erbA mod	rCAG RNA binder	TCR-CD3 inh	LEDGF integ inh
Cc1cccc(C)c1C(=O)N[C@@H](Cc1ccccc1)C(=O)O	-15	-4	0.0	4	-1	3	2	6	-3	-1
CCCOc1ccc(-c2nc[nH]c2[N+](=O)[O-])cc1	-2	-4	-0.9	-3	5	3	3	-1	5	-2
O=C(Nc1cccc(F)c1)[C@@H]1CCCN1	-3	-5	-2.7	4	1	0	-3	-3	1	-4
CN=C(NC)SC1CC(=O)N(c2ccccc2)C1=O (stereo unspecified)	-5	4	0.7	2	-4	2	2	1	-5	1
Cc1ccc(-c2c(NC(=O)c3ccco3)oc3ccccc3c2=O)cc1	-4	-3	0.1	4	-23	2	3	3	7	-7
C[C@H](NC(=O)COc1ccc(Cl)cc1)C(=O)N1CCC2(CC1)NCCc1[nH]cnc12	-4	0	-1.6	-4	11	5	3	-4	0	4
Cc1occc1C(=O)NNC(=O)c1ccccc1C(=O)O	6	-3	0.5	3	-8	x	-3	-1	2	-1
COc1ccc(CC(=O)NCc2cccc(Cl)c2)cc1S(=O)(=O)N1CCOCC1	16	0	-0.2	-1	2	-3	-7	6	-4	-2
COc1ccc(CN2CCC(N3CC(C)OC(C)C3)CC2)c(OC)c1OC (stereo unspecified)	32*	3	0.6	2	18	12	-1	-9	-7	2
C=CCN1C(=O)/C(=C\c2ccco2)C(C(=O)OC)=C1C	-7	0	-3.2	15	-17	-3	-8	3	-4	-5

Reprinted from the part before: two entries, then new ones.
SMILES	mABHD4 FP	SIAE primary	PG9 binder	PRMT1 inh	TDP2 absorb	HTRA1 inhibitor	Rev-erbA mod	rCAG RNA binder	TCR-CD3 inh	LEDGF integ inh
COc1ccc(CN2CCC(N3CC(C)OC(C)C3)CC2)c(OC)c1OC (stereo unspecified)	32*	3	0.6	2	18	12	-1	-9	-7	2
C=CCN1C(=O)/C(=C\c2ccco2)C(C(=O)OC)=C1C	-7	0	-3.2	15	-17	-3	-8	3	-4	-5
Cc1ccc(CSc2ccc(-c3ccc4c(c3)OCO4)nn2)cc1	10	1	0.0	2	14	4	-7	1	5	3
CSCc1cc(N2CCCC2)nc(-c2ccccc2)n1	1	19*	-1.1	-7	-6	-3	4	-4	-1	1
CCCCCCN1C[C@@H](O)[C@H](n2cc(COC(=O)c3ccccc3)nn2)C[C@@H]1c1ccccc1	3	4	-0.3	1	5	-27	-3	2	2	-3
Cc1ccccc1NC(=S)NN1CCN(C)CC1	-2	3	1.2	5	4	0	-1	5	1	-3
CC1=NN(c2ccccc2)C(=O)C1C(=O)c1ccc([N+](=O)[O-])cc1 (stereo unspecified)	-8	-4	-0.6	3	-3	6	5	-3	-7	-2
O=C1N[C@H](Cc2ccccc2)COC(=O)[C@@H](Cc2ccc(F)cc2)C/C=C\C[C@H]1CC(=O)N(CCO)Cc1ccccc1	-3	6	-0.1	-1	-13	-23	-1	-3	4	1
CC(=O)/C=C1\SC(CC(=O)O)C(=O)N1c1ccccc1 (stereo unspecified)	4	-3	-2.1	1	2	-2	-1	2	-3	3
O=C(COC(=O)c1cccnc1Nc1ccccc1F)NC1CC1	-8	-6	-1.7	0	-11	-2	-5	2	3	2
COc1ccc(/C=N\NC(=O)CCc2c(C)n[nH]c2C)c(OC)c1OC	1	-3	-1.1	-2	11	6	-1	-6	-3	-2
COc1ccc(S(=O)(=O)N(C)CC(=O)Nc2ccc3c(c2)OCCO3)cc1	2	-2	1.2	2	2	4	-1	-3	-4	0

SIAE primary: entries above that show a hit.
structure	SIAE primary	PG9 binder	PRMT1 inh	TDP2 absorb	HTRA1 inhibitor	Rev-erbA mod	TCR-CD3 inh	LEDGF integ inh
CSCc1cc(N2CCCC2)nc(-c2ccccc2)n1	19*	-1.1	-7	-6	-3	4	-1	1

Later entries
SMILES	mABHD4 FP	SIAE primary	PG9 binder	PRMT1 inh	TDP2 absorb	HTRA1 inhibitor	Rev-erbA mod	rCAG RNA binder	TCR-CD3 inh	LEDGF integ inh
CCC(C)NC(=O)CCn1c(-c2ccccc2)cc(C(C)=O)c1C (stereo unspecified)	-4	0	0.2	-1	-1	1	-6	1	8	-3
O=C(Nc1ccc(CN2CCOCC2)cc1)c1ccc(-c2cccc(Cl)c2)o1	-38	-17	0.3	5	-11	-27	0	0	-7	3
NC(=O)Cn1c(O)c(N=NC(=O)CNC(=O)/C=C/c2ccccc2)c2ccccc21	0	6	-2.9	-1	4	-2	-1	5	12	-2
Cc1ccc(NCCCn2ccc(NC(=O)OCc3ccccc3)nc2=O)cc1C	16	15	-3.8	4	-17	-3	6	4	0	1
CCN1C(=O)[C@@H]2[C@@H](c3ccc(-c4ccc(Cl)c(Cl)c4)c(OC)c3)N3CCC[C@@]3(C(=O)OC)[C@@H]2C1=O	-17	-18	1.0	2	-12	-47	1	10	6	-5
Fc1ccc(-c2oncc2-c2nnnn2-c2ccccc2)cc1F	3	-7	0.1	0	4	0	6	0	1	4

Some values from the results shown.
For PRMT1 inh, O=C(Nc1ccc(CN2CCOCC2)cc1)c1ccc(-c2cccc(Cl)c2)o1 is listed with 5
For HTRA1 inhibitor, NC(=O)Cn1c(O)c(N=NC(=O)CNC(=O)/C=C/c2ccccc2)c2ccccc21 is listed with -2
For LEDGF integ inh, Cc1ccc(NCCCn2ccc(NC(=O)OCc3ccccc3)nc2=O)cc1C is listed with 1

Complete entries as entered above. Values in the order: mABHD4 FP, SIAE primary, PG9 binder, PRMT1 inh, TDP2 absorb, HTRA1 inhibitor, Rev-erbA mod, rCAG RNA binder, TCR-CD3 inh, LEDGF integ inh
`CN=C(NC)SC1CC(=O)N(c2ccccc2)C1=O` (stereo unspecified) across the screens: -5, 4, 0.7, 2, -4, 2, 2, 1, -5, 1
`CC1=NN(c2ccccc2)C(=O)C1C(=O)c1ccc([N+](=O)[O-])cc1` (stereo unspecified) across the screens: -8, -4, -0.6, 3, -3, 6, 5, -3, -7, -2
`COc1ccc(CN2CCC(N3CC(C)OC(C)C3)CC2)c(OC)c1OC` (stereo unspecified) across the screens: 32*, 3, 0.6, 2, 18, 12, -1, -9, -7, 2

Screening results as filed in PubChem BioAssay.
